Screens as filed in PubChem BioAssay.
APOBEC3A inh: APOBEC3A ssDNA deaminase inhibitors, primary screen, selectivity assay for APOBEC3G inhibitor project, biochemical, FAM/TAMRA oligo cleavage fluorescence | DNA dC->dU-editing enzyme APOBEC-3A (Homo sapiens), P31941 | recombinant A3A, FAM/TAMRA ssDNA deamination fluorescence | inhibition, % at 20 µM | actives 0.41% (n = 330,000) | AID 493011, 2011;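 active = at least 40% inhibition at 20 µM here, with at most 30% in a related deaminase screen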;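 note: plate controls were A3A with DMSO for no effect and wells lacking A3A enzyme for full effect; some results filed as inactive read as strong as hits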
mIAP act: activators of mouse IAP, primary screen, biochemical, luminescence, uHTS | intestinal alkaline phosphatase [Mus musculus] | muIAP, CDP-Star luminescence, 30 min; active compounds read high; 1 = vehicle-only enzyme signal, 0 = enzyme-free wells | activation factor at 10 µM | actives 0.24% (n = 330,000) | AID 2805, 2010;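 active = activation factor of at least 2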; note: the source names both 10 and 20 µM as test concentration; values of inactives mirror those of a sister screen read the other way
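System: mouse IAP enzyme. Reagent: CDP-Star chemiluminescent phosphatase substrate. Benchmarks: DMSO wells, no-enzyme wells. Times: 30 min enzyme-substrate-compound incubation at room temperature. Detection: luminescence from enzymatic CDP-Star hydrolysis. Doses: test compounds delivered from DMSO solution.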
PfGluPho inh: PfG6PD enzyme inhibitors, primary screen, biochemical, fluorescence intensity, uHTS; glucose-6-phosphate dehydrogenase-6-phosphogluconolactonase (Plasmodium falciparum 3D7); PfGluPho enzyme, NADPH resazurin-diaphorase fluorescence; inhibition, % at 20 µM; actives 0.78% (n = 350,000); AID 504690, 2011;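 active = inhibition reaching at least a set limit at 20 µM in the primary screen, cut at about 59% in these data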;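 note: 0% = DMSO wells with substrate and 100% = DMSO wells lacking glucose-6-phosphate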
hIAP activ: human IAP activators, primary screen, biochemical, luminescence, uHTS. Intestinal-type alkaline phosphatase (Homo sapiens), P09923. purified human IAP, CDP-Star luminescence, 30 min; active compounds read high; 1 = vehicle-only enzyme, 0 = enzyme-free background. activation factor at 10 µM. actives 0.16% (n = 330,000). AID 2524, 2010;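 active = activation factor of the enzyme at least 2-fold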; note: the source names both 10 and 20 µM as test concentration; values of inactives mirror those of a sister screen read the other way
Target sequence (P09923 whole entry, looked up): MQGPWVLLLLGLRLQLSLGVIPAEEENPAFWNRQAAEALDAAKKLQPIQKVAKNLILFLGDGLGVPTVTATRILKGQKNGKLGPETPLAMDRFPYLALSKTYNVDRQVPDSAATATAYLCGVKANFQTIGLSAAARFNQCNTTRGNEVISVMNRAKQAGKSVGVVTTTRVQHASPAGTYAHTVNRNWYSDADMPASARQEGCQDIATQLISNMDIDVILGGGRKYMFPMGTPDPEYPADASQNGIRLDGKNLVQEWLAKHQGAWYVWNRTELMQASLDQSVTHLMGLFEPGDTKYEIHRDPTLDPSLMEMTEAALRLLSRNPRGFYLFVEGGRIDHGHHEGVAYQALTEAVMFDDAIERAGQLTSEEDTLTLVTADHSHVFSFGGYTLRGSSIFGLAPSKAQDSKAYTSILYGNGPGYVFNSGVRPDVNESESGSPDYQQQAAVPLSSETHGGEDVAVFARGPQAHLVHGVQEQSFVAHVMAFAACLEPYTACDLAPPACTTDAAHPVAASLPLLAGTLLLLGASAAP
hIAP inh: human IAP inhibitors, primary screen, biochemical, luminescence, uHTS. Intestinal-type alkaline phosphatase (Homo sapiens), P09923. inhibition, % at 10 µM. AID 2544, 2010. actives 0.12% (n = 330,000). purified IAP, CDP-Star luminescence, 30 min;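 active = inhibition reaching a set limit with compound at 10 µM in the primary screen, cut at about 35% in these data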;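 note: plate controls were DMSO wells with enzyme for no effect and no-enzyme buffer wells for full effect; values of inactives mirror those of a sister screen read the other way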
mIAP block: inhibitors of mouse IAP, primary screen, biochemical, luminescence, uHTS; intestinal alkaline phosphatase [Mus musculus]; AID 2806, 2010; actives 0.2% (n = 330,000); purified mouse IAP, CDP-Star luminescence, 30 min; inhibition, % at 10 µM;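 active = inhibition of at least 40% at 10 µM in the primary screen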;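 note: plate controls were DMSO with enzyme for no effect and no enzyme wells for full effect; values of inactives mirror those of a sister screen read the other way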
HKDC1 inh: HKDC1 hexokinase inhibitors, primary screen, biochemical, fluorescence, uHTS; actives 0.16% (n = 340,000); recombinant HKDC1, G6PDH/diaphorase resazurin coupled fluorescence; AID 493160, 2011; Q2TB90; inhibition, % at 20 µM;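 active = inhibition above about 35% when tested at 20 µM, limit read from the data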;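 note: plate controls were DMSO wells with enzyme for no effect and DMSO wells lacking enzyme for full effect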
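Assay system: in-house recombinant HK5 (HKDC1) enzyme. Input: HKDC1 at 5 µg/mL. Medium: Tris pH 8.0 buffer with MgCl2, Tween-20, BSA, BME. Dosing: single 20 µM dose. Schedule: 90 min reaction incubation at room temperature, dark. Signal: resazurin-to-resorufin fluorescence via G6PDH and diaphorase coupling, 525/613 nm. Controls: DMSO-enzyme wells negative, buffer-substituted wells positive.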
ATG4B inhibitor: ATG4B protease inhibitors, primary screen, biochemical, fluorescence, uHTS; Cysteine protease ATG4B (Homo sapiens), Q9Y4P1; ATG4B cleavage of LC3-PLA2, NBD-HPC fluorescence, 1 h; inhibition, % at 8.33 µM; actives 0.51% (n = 340,000); in the data active = inhibition above about 40%
Target sequence (Q9Y4P1 whole entry, looked up): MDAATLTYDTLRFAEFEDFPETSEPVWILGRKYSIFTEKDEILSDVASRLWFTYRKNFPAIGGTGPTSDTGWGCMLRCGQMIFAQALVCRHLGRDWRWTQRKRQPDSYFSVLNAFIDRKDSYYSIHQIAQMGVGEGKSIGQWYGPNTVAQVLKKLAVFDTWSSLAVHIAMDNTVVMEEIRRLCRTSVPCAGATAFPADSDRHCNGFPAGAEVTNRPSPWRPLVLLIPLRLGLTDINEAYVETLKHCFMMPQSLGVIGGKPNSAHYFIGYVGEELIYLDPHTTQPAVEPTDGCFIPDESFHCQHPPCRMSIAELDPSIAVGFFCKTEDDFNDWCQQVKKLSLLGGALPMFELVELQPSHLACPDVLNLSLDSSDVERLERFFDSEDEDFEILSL
Starred values were filed as active, the others as inactive; / = not tested or not shown.

APOBEC3A inh	mIAP act	PfGluPho inh	hIAP activ	hIAP inh	mIAP block	HKDC1 inh	ATG4B inhibitor	SMILES
-3	0.88	-40	0.91	9	12	3	2	CCCCc1cc(=O)oc2cc(C)cc(OCc3nn[nH]n3)c12
-1	1.2	2	0.99	0	-17	2	-12	COc1ccc(S(=O)(=O)N2CCCN(CCC(=O)Nc3cccc(C(F)(F)F)c3)CC2)cc1
-4	1	-4	1.1	-8	0	5	4	COc1cc(CNc2ncc(-c3ccc(Br)cc3)n2C)cc(OC)c1OC
-5	0.99	-1	1.1	-6	1	6	-3	Cc1cc(S(=O)(=O)NCc2ccc3c(c2)OCO3)ccc1F
-4	1.3	1	1.1	-9	-28	1	-4	CCOc1ccc(NC(=O)c2cc(Cl)nc3ccccc23)cc1
-8	0.92	26	1.1	-5	8	-5	-2	C=CCNc1nc(-c2c(C)nc3ncccn23)cs1
4	1.1	-1	1.6	-56	-10	-10	-3	COc1ccc(CC(=O)NNc2ncnc3c2cnn3-c2ccccc2)cc1
1	0.93	-2	0.94	6	7	-6	-4	C=CCn1c(SCC(=O)N2CCN(c3ccccc3)CC2)nnc1-c1ccco1
-3	1.1	16	0.85	15	-8	-5	2	CN1CCN(c2ccc(Cl)cc2NC(=O)c2ccc([N+](=O)[O-])cc2)CC1
-1	1.1	20	1.1	-6	-10	1	-7	O=C(COC(=O)CC12CC3CC(CC(Br)(C3)C1)C2)NC(=O)NCc1ccco1
1	1.4	21	/	/	-36	9	-15	CN(C)C(=O)CCc1ccc2c3c([nH]c2c1)[C@]1(C)[C@@H](C(=O)N2CCCCC2)C[C@H](CC(=O)NCC24CC5CC(CC(C5)C2)C4)C(=O)N1CC3
0	1.1	-37	1.2	-20	-6	9	-1	CCn1cc(C(=O)NCC2CCCO2)c(=O)c2cc(S(=O)(=O)N(C)C3CCCCC3)ccc21 (stereo not given)
-3	0.92	2	1.1	-9	8	2	2	CCCn1c(C)cc(/C=C(\C#N)C(=O)OCC(=O)NC(=O)NC(C)(C)C)c1C
10	1.1	-12	1.1	-6	-5	-5	-7	CC(C)COc1ccc(C(=O)NC(CC(C)C)C(=O)O)cc1 (stereo not given)
-3	1	7	1.2	-16	-5	-6	-10	COc1cccc(CC(=O)NNC(=O)CN(C)S(=O)(=O)c2ccc(C)cc2)c1
0	0.96	-2	0.98	2	4	-16	-3	COc1cc2nc(C3CCC3)n(NC(=O)C3CCC(OC)CC3)c(=O)c2cc1OC (stereo not given)
10	0.76	18	1	0	24	13	3	Cc1ccc2nc(N3C(=O)C(O)=C(C(=O)c4ccco4)C3c3ccc(C)o3)sc2c1 (stereo not given)
4	0.96	-12	1	-1	4	5	0	Cc1ccccc1CN(c1ccc(C(=O)NCC2CCCO2)cc1)S(C)(=O)=O (stereo not given)
-1	1.1	-3	1.1	-12	-8	-6	-10	CSc1nc2nc(-c3ccc(F)cc3)c(CCN3CCN(C)CC3)cn2n1
-2	0.8	-18	0.81	19	20	18	0	O=C1C(NS(=O)(=O)c2cccs2)=C(N2CCN(c3ccccc3)CC2)C(=O)c2ccccc21
-1	0.93	-3	1	-1	7	-7	7	Cc1cccc[n+]1CC(=O)c1ccccc1
-2	1.2	4	1.1	-11	-22	-4	-8	CC1=C(C(=O)Nc2cccc(C(=O)NC(C)c3ccccc3)c2)SCCO1 (stereo not given)
1	1.2	-5	1	-1	-18	-12	2	CCOC(=O)C(C(=O)Nc1ccccc1C)C1CCCCC1 (stereo not given)
-1	1.1	-12	0.98	2	-8	0	-8	CS(=O)(=O)N(CC(=O)N1CCCC1)c1cccc(Cl)c1

Compound profiles, as listed above. Values in the order: APOBEC3A inh, mIAP act, PfGluPho inh, hIAP activ, hIAP inh, mIAP block, HKDC1 inh, ATG4B inhibitor
Cc1cccc[n+]1CC(=O)c1ccccc1 is entered as -1, 0.93, -3, 1, -1, 7, -7, 7
CC1=C(C(=O)Nc2cccc(C(=O)NC(C)c3ccccc3)c2)SCCO1 (stereo not given) is entered as -2, 1.2, 4, 1.1, -11, -22, -4, -8
CCOC(=O)C(C(=O)Nc1ccccc1C)C1CCCCC1 (stereo not given) is entered as 1, 1.2, -5, 1, -1, -18, -12, 2

Going on with the list:
APOBEC3A inh	mIAP act	PfGluPho inh	hIAP activ	hIAP inh	mIAP block	HKDC1 inh	ATG4B inhibitor	SMILES
69*	0.92	6	1	-1	8	-9	-6	C[N+]1=C2CCCCCN2C(O)(c2ccccc2)C1 (stereo not given)
1	1.1	7	1.2	-21	-5	-3	0	COc1ccc(C2NC(=O)c3ccccc3O2)cc1OC (stereo not given)
-2	0.89	13	0.95	5	11	-15	6	Cc1c(NC(=O)Oc2ccccc2)sc(=S)n1C
-1	1.1	17	1	-2	-8	-10	-8	O=C(CCN1CCN(c2ccccc2)CC1)NNC(=O)c1cccc2ccccc12
-2	0.96	-8	0.93	7	4	-3	-13	O=C(Nc1ccc(N2CCN(C(=O)c3cccs3)CC2)cc1)c1cccc(F)c1
3	1	-10	0.96	4	0	-2	-5	NS(=O)(=O)c1cccc(NC(=O)c2ccccc2NS(=O)(=O)c2ccc(F)cc2)c1
-2	0.93	-10	1	-1	7	3	-1	O=C(CNC(=O)c1ccccn1)N/N=C/c1ccc2c(c1)OCO2
-4	1.1	-19	1	0	-6	3	-1	COc1cccc(CNC(=O)CNC(=O)N2CC(=O)Nc3ccccc32)c1
3	1	16	0.9	10	-3	-9	-20	O=C(c1ccc2ccccc2c1)N1CCN(S(=O)(=O)/C=C/c2ccccc2)CC1
-1	1.1	/	1	0	-13	/	/	C#CCOCCOCCOCCNc1nc(N2CCN(C(=O)[C@H](CCC(=O)O)n3cc(C(N)Cc4ccc(O)cc4)nn3)CC2)nc(N2CCN(C(=O)[C@H](Cc3cc4ccccc4[nH]3)n3cc(C(N)CC(C)C)nn3)CC2)n1 (stereo not given in full)
-1	1.1	15	1.1	-7	-5	-3	-6	O=C(c1ccco1)N1CCN(C(=S)Nc2ccc(F)cc2)CC1
3	0.99	12	1.1	-7	1	1	-1	COc1cc([N+](=O)[O-])ccc1NC(=O)NCc1ccccn1
-3	1.1	1	1	-1	-5	5	2	CO/N=C/C(c1ccc(Cl)nc1)S(=O)(=O)c1ccccc1 (stereo not given)
-1	0.97	-3	0.78	22	3	4	3	CCOC(=O)C1=C(c2ccccc2)OC(N)=C(C#N)C1c1ccco1 (stereo not given)
2	1.2	24	1.1	-10	-16	-2	-16	Cc1cc(Nc2ccccc2)cc(=O)n1C
9	0.99	-1	1.2	-16	1	0	-8	COc1ccc(C2c3ccc4ccccc4c3Oc3ncn(CCO)c(=N)c32)cc1OC (stereo not given)
6	1.2	8	1.1	-9	-21	9	-2	CCCCC#Cc1ccccc1CC(=O)Nc1ccccc1
-3	0.99	3	0.83	17	1	-4	-2	COC(=O)c1ccccc1NC(=O)NCc1ccccn1
-3	0.96	-7	1.1	-11	4	-3	5	Cn1c(SCC(=O)N2CCOCC2)nnc1-c1ccc2ncccc2c1
-3	1	-15	1	-4	0	-1	3	CCc1ccccc1Nc1nc2ccccc2n1C
4	0.99	46	0.99	1	1	-6	3	COC(=O)CNc1ccc2c(c1)OCO2
-2	1.1	-43	1.4	-36	-11	5	-11	Cc1nnc(NC(=O)c2ccc(C)c(S(=O)(=O)N3CCCCCC3)c2)s1
13	0.99	-14	1	-2	1	-4	-6	COc1ccccc1-n1c(SCC(=O)O)nc2sc3c(c2c1=O)CCC3
-1	0.97	14	1	-3	3	-7	-7	COc1cccc(CNS(=O)(=O)c2cc(Br)cc3c2N(C(C)=O)C(C)C3)c1 (stereo not given)
0	1.5	6	0.95	5	-53	-8	-10	CC1CCN(S(=O)(=O)c2ccc(NC(=O)Cc3ccccc3)cc2)CC1
2	1	-8	1.5	-54	-2	-1	-5	Cc1ccc(NC(=O)Nc2ncnc3nc[nH]c23)cc1
14	0.98	19	0.83	17	2	0	-18	CC(=O)c1ccccc1NCC(=O)Nc1ccc(C)cc1
1	1.1	-17	0.92	8	-10	14	-6	O=C(O)C1Cc2ccccc2CN1S(=O)(=O)c1ccc2ccccc2c1 (stereo not given)
-1	1.1	-2	1	-3	-10	-5	9	O=C(Nc1ccccc1)Nc1ccc2ocnc2c1
0	0.98	0	0.91	9	2	-2	3	COc1nccc(C(F)(F)F)c1C(=O)Nc1ccc(Cl)cc1
1	0.99	-20	1.1	-6	1	-11	2	COc1cc2ccccc2cc1C(=O)Nc1nnc(-c2ccncc2)o1
-2	0.95	4	0.82	18	5	2	-2	Brc1ccc(Oc2ncc(CN3CCN(c4ccccc4)CC3)s2)cc1
1	1	-4	0.97	3	-4	14	17	O=S(=O)(NC1CCc2ccccc21)c1ccc(S(=O)(=O)N2CCCC2)cc1 (stereo not given)
-4	0.93	4	1	0	7	2	-4	O=C(NNC(=O)c1ccc(S(=O)(=O)N2CCCC2)cc1)c1ccc(Br)cc1
-3	0.84	-14	0.9	10	16	-9	-4	Cc1nn(C)c(C(=O)NNC(=S)NC2CCCCC2)c1Cl
8	0.95	6	1.1	-7	5	-8	-7	Nc1ccccc1C(=O)N1CCCC1
